NCF1 inh: p47phox/p22phox peptide binding inhibitors, primary screen, biochemical, uHTS, NADPH oxidase regulatory subunit | fluorescence polarization, 2 h | Neutrophil cytosol factor 1 (Homo sapiens), P14598 | 0.53% of 220,000 active | AID 1274, 2008 | inhibition, % at 24.7 µM;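 active means inhibition above about 30%, limit read from the data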;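 further: 0% = p47phox with labelled peptide and 100% = labelled peptide alone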
Target sequence (P14598 whole entry, looked up): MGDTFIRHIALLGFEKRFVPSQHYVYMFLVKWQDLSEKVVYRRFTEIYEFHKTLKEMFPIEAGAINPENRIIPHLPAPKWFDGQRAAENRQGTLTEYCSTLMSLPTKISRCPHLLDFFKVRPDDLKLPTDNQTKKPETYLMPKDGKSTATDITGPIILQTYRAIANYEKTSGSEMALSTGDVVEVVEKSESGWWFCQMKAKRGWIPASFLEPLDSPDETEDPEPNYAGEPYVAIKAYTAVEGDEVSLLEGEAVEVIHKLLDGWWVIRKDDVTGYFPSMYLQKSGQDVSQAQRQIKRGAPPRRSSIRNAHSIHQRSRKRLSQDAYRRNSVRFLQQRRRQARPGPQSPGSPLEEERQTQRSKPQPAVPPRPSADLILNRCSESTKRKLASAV
Hck-Nef inh: inhibitors of Nef-activated human Hck kinase, primary screen, biochemical, Z-Lyte FRET, 384-well, Hck-YEEI; Recombinant Hck-YEEI plus Nef, Z-Lyte FRET kinase assay; AID 463187, 2010; Tyrosine-protein kinase HCK (Homo sapiens), P08631; inhibition, % at 20 µM; 0.68% of 220,000 active;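 active means Hck-Nef kinase inhibition above about 50%, limit read from the data; inactive means inhibition below that limit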;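 further: 0% = DMSO with Hck plus Nef and 100% = Hck alone without Nef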
Mdm2 ligase inh: MDM2-luciferase reporter signal enhancers, primary screen, MDM2 E3 ligase inhibitor project, cell-based, luminescence, 1536-well; E3 ubiquitin-protein ligase Mdm2 (Homo sapiens), Q00987; cell-based MDM2 ubiquitination luciferase reporter, 2 h; 0 = plate control, 100 = twice control, blank-subtracted; signal enhancement, % at 5 µM; 0.11% of 210,000 active; AID 1230, 2008;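 active means signal enhancement of 30% or more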;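 further: luminescence tracks abundance of the self-degrading MDM2-luciferase fusion protein; higher signal means inhibition of MDM2 E3 ligase activity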
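Assay system: stable mammalian line carrying autodegrading MDM2–luciferase fusion reporter; amount: 2000 cells seeded into each well; buffer or medium: DMEM; benchmarks: plate control and blank wells; signal: luciferase luminescence; timing: 2 h compound exposure at 37 °C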
TbHK1 inh: Trypanosoma brucei hexokinase 1 inhibitors, primary screen, biochemical, G6PDH-coupled NADH absorbance, MLSCN library | AID 1430, 2008 | 0.11% of 220,000 active | inhibition, % at 10 µM | recombinant TbHK1, G6PDH-coupled NADH A340;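 active means inhibition of 50% or more in the single-dose primary screen; inactive means inhibition below 50%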
L929 necroptosis: inhibitors of zVAD-triggered necroptosis, primary screen, L929 cells; AID 1377, 2008; viability rescue, % at 10 µM; 0.38% of 220,000 active; L929 zVAD necroptosis rescue, ATP luminescence, 24 h; with zVAD 60 µM;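 active means activation, scaled between plate controls, above about 75%, limit read from the data; inactive means activation under that limit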;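 further: 0% = zVAD with DMSO and 100% = DMSO alone without zVAD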
Runt-CBFb FRET: inhibitors of RUNX1 Runt–CBFb binding, primary screen, biochemical, FRET, Cerulean-Runt, Venus-CBFb, uHTS; 0.46% of 220,000 active; Runt-related transcription factor 1 (Homo sapiens) + Core-binding factor subunit beta …; AID 1496, 2009; inhibition, % at 20 µM; Cerulean-Runt/Venus-CBFb FRET ratio 530/480, 1 h;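 active means inhibition over about 50% at 20 µM in the single-dose screen, limit read from the data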;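 further: 0% = DMSO wells and 100% = excess unlabeled CBFb competitor control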
Target sequence (Q01196 whole entry, looked up): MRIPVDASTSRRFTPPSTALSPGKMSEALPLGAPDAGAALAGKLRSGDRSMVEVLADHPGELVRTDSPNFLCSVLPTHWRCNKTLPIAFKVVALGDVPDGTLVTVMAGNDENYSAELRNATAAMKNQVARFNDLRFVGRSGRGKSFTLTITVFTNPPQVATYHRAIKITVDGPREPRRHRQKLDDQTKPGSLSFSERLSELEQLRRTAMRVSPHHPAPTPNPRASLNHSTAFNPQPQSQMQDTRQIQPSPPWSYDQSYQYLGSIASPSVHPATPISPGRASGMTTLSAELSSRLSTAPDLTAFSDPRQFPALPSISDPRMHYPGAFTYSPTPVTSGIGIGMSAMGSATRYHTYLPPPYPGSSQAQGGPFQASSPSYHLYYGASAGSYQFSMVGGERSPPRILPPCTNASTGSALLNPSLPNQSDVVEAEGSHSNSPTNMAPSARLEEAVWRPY
Target sequence (Q13951 whole entry, looked up): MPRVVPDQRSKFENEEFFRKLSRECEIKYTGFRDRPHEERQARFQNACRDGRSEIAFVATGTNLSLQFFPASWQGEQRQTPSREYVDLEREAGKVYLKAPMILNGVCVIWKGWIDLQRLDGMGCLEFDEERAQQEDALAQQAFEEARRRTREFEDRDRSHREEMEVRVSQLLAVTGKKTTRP
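test system = Cerulean-tagged RUNX1 Runt domain (FRET donor) fusion protein | reagent = Venus-CBFb binding partner, 100 nM | incubation = protein complex preformed 1 h, compound exposure 1 h, room temperature, dark | detection = FRET fluorescence | read-out basis = loss of energy transfer signal | controls = 5 µM unlabeled CBFb as full-inhibition high control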
EBV gp42 inh: Epstein-Barr virus gp42 inhibitors, primary screen, biochemical, uHTS, fluorescence polarization; Fluorescence polarization binding assay, mP read-out; inhibition, % (tested at 21.74 µM); 0.42% of 220,000 active; in the data active means inhibition above about 50%
14-3-3 Bad PPI: inhibitors of 14-3-3 zeta/Bad binding, primary screen, biochemical, TR-FRET, bovine 14-3-3 zeta; inhibition, % at 21.7 µM; 0.71% of 220,000 active; TR-FRET 14-3-3zeta/Dy647-pBad peptide displacement, 1 h; AID 781, 2007;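 active means inhibition above about 70%, limit read from the data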;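 further: 0% = full 14-3-3 plus peptide FRET controls and 100% = background without 14-3-3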
Runt-SMMHC FRET: inhibitors of RUNX1 Runt–CBFb-SMMHC binding, primary screen, biochemical, FRET, Cerulean-Runt, Venus-CBFb-SMMHC, uHTS | Runt-related transcription factor 1 (Homo sapiens) + Core-binding factor subunit beta … | Cerulean-Runt/Venus-CBFb-SMMHC FRET ratio 530/480, 1 h | inhibition, % at 20 µM | 0.74% of 220,000 active;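 active means mean inhibition across duplicate retests at 20 µM reaching about 50%, limit read from the data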;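 further: 0% = DMSO wells and 100% = wells with excess untagged CBFb-SMMHC; inhibitors lower the FRET ratio by blocking Runt binding to CBFb-SMMHC; some results filed as inactive read as strong as hits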
The depositor's hits bear a star; . = no result given; [ ] = dose if it differs, or a comment. Not a hit list; overall some 3.2% were active at least once.

Value order – NCF1 inh	Hck-Nef inh	Mdm2 ligase inh	TbHK1 inh	L929 necroptosis	Runt-CBFb FRET	EBV gp42 inh	14-3-3 Bad PPI	Runt-SMMHC FRET
> CCOc1ccc(NC(=O)c2cccc(OC(=S)N3CCOCC3)c2)cc1
    -3	17	-12	-2	4.0	2	8	26	0
> COc1ccc2c(C)cc(SCC(=O)Nc3nsc(-c4ccc(C)cc4)n3)nc2c1
    -3	-3	.	1	.	0	-16	7	5
> O=C1N=C(N2CCOCC2)S/C1=C\c1cccs1
    1	24	-4	-32	20	0	-18	-7	-9
> COc1cc(C(=O)NC(=S)Nc2ccc3c(c2)OCO3)cc(OC)c1OC
    -10	-54	-8	2	0.6	8	-11	0	-2
> O=C(CNC1CCCCCC1)c1cccs1
    -2	3	.	3	1.0	3	-22	7	-1
> CCN(C(=O)c1cccs1)c1nc(-c2ccc(OC)cc2)cs1
    -13	13	-11	7	0.6	-1	-1	-5	-6
> Cc1ccccc1CC1(CO)CCCN(C(=O)c2ccccc2N(C)C)C1 (stereo not given)
    -15	19	-18	-5	3.4	-4	-10	-5	-1
> Cc1cccc(CSc2nnc([C@@H]3CCCN3)o2)c1
    0	6	-1	-6	-0.2	-1	-7	1	-8
> CCCCCOC(=O)NCC(O)c1ccccc1 (stereo not given)
    -14	5	8	53*	0.2	-1	-21	6	2
> CCOC(=O)C(=Cc1cn(C)c2ccc(S(=O)(=O)N(C)C)cc12)C(=O)OCC
    -6	16	2	-15	12	-1	-2	1	1
> CCOC(=O)c1ccc(NC2c3ccccc3C(=O)N2c2ccccn2)cc1 (stereo not given)
    -9	0	0	-4	52	2	-9	1	-4
> COc1ccc(C(C)=O)cc1COC(=O)c1ccc(OCc2c(C)noc2C)cc1
    7	32	4	1	0.1	-2	-33	73*	-6
> COc1ccc(N(C(=O)Cc2cccs2)C2C=CS(=O)(=O)C2)cc1 (stereo not given)
    -3	7	0	3	-0.4	1	-3	-17	-4
> O=C1c2ccccc2CCC12N=NCC2c1ccc(Br)cc1 (stereo not given)
    -2	-1	-12	-2	-0.2	2	-20	-4	1
> Cc1cc(C)n(CC(O)COCc2ccco2)n1 (stereo not given)
    6	2	-13	-1	-0.1	-1	-17	-5	-4
> O=C1CCN(S(=O)(=O)c2ccc(Br)cc2)CCN1
    -7	22	-58	-1	4.8	1	-2	-16	0
> Clc1cccc(OCCN2CCNCC2)c1
    4	3	-8	13	-0.5	-3	-1	-5[fluorescence artefact?]	1
> CC(/C=N/Nc1nc(C)cc(C)n1)=C\c1ccc(C(C)C)cc1
    -13	0	-2	-20	.	-6	-16	33[fluorescence artefact?]	-1
> C[C@@H](C(=O)Nc1ccc2ccccc2c1)[C@@H]1C[C@@]1(C)[C@@H](NC(=O)c1cnccn1)c1ccccc1
    -8	-2	.	-1	5.3	-3	6	0	2
> O=C(NCCC1=CCCCC1)C1CCN(C(=O)c2ccc(Br)cc2)CC1
    -4	0	-10	0	0.8	-2	4	2[fluorescence artefact?]	-1
> CN(C)C(/C=C/Nc1cccc([N+](=O)[O-])c1)=C(C#N)C#N
    -9	17	6	-20	-0.2	0	1	-13	-5
> COc1cccc(CCc2nnc(CCC(=O)NCCc3cccc(C)n3)o2)c1
    -9	14	-4	-7	0.3	0	-13	-10	-2
> CN(C)C(C(=O)NC1CCCCC1)c1ccc(Cl)cc1 (stereo not given)
    -4	-4	5	2	0.0	0	-12	-7[fluorescence artefact?]	1
> N#Cc1c(-c2ccccc2Cl)cc(-c2ccccc2)nc1Br
    0	-1	-2	1	0.4	2	-6	-7	-6
> O=c1cnn(-c2ccccc2)c(-c2ccccc2)c1
    -6	2	0	-2	0.4	-1	-19	7	1
> CS(=O)c1ccccc1-c1nc(-c2cc(C(F)(F)F)cc(C(F)(F)F)c2)no1 (stereo not given)
    -6	1	-15	-4	0.0	.	-8	-3	-6
> CS(=O)(=O)N1CCN(C(=O)c2ccc(Br)s2)CC1
    -1	-15	-3	19	-0.3	-3	-17	-12	-1
> COc1ccc(N2CCN(C(=O)C3CC(=O)N(c4ccc(C)cc4)C3)CC2)cc1 (stereo not given)
    2	16	-6	-5	1.1	-1	-4	-10	1
> CN(C)c1ccc(/C=C2\N=C(c3ccc(Cl)c([N+](=O)[O-])c3)NC2=O)cc1
    .	27	-6	-18	-1.3	-6	-18	57	-17
> Cn1c(C(=O)O)c(CC(=O)NCc2cccnc2)c2ccccc21
    9	2	-9	8	0.1	3	7	-3[fluorescence artefact?]	-6
> O=C(Cc1ccccc1)Nc1c[nH]c(=O)[nH]c1=O
    -9	4	15	3	0.2	2	-5	-4	-1
> CCc1nnc(NS(=O)(=O)c2ccc(N=Cc3c(C)[nH]n(-c4ccc(Cl)cc4)c3=O)cc2)s1
    -27	0	-7	15	-0.4	-6	10	2	-5
> O=C(COC(=O)c1cc(Cl)ccc1[N+](=O)[O-])NCc1ccc(Cl)cc1Cl
    -4	-3	-10	41	0.5	-1	12	-16	-5
> O=S(=O)(NCC1CCCO1)c1ccc(S(=O)(=O)N(Cc2ccccn2)C2CC2)cc1 (stereo not given)
    -3	1	7	-5	-0.3	2	10	-7	3
> CN1CCc2c(sc3c2C(=O)NC(c2ccc(-c4ccc(Cl)cc4)o2)N3)C1 (stereo not given)
    -20	18	4	-29	6.2	114*	-5	17	33
> CC(C)NC(=O)c1onc(CSc2cccc(Cl)c2)c1C(=O)O
    -1	0	-13	-3	0.1	0	2	23	1
> O=C(NC1CCCCCC1)c1ccccc1-c1ccccc1
    -9	0	-6	-2	0.2	0	0	-3	-1
> O=C(CSc1nnc(-c2ccco2)n1Cc1ccccc1)NC(=O)NCc1ccccc1
    -2	0	-3	-2	0.3	-4	-6	-2	-2
> CCOc1ccc(C)cc1S(=O)(=O)n1nc(C)cc1C
    -10	-5	-1	2	-0.2	1	-5	-7	-1
> COc1ccc(Nc2nc3ccccc3n3nnnc23)cc1
    -18	9	.	-16	-0.9	3	-28	-8	6
> O=C(Cn1c(SCC(=O)N2CCc3ccccc32)nc2ccccc21)NC1CCCC1
    3	-6	1	4	.	-1	3	-4	-5
> COCCNC(=O)c1ccc(-n2c(SCc3cccnc3)nc3ccccc3c2=O)cc1
    -5	24	-7	-6	-1.6	1	4	3	2
> Cc1cc(C=NCCO)c(C)n1-c1cc(Cl)ccc1Cl
    -3	27	-24	-1	0.1	-1	-10	-6	2
> COC(=O)C1C(=O)/C(=C(/C)N2CCCC2)C(=O)CC1(C)C (stereo not given)
    -7	19	-8	-7	-0.1	0	-26	2	0
> CC(C)c1ccc(OCC(O)Cn2cnc3ccccc32)cc1 (stereo not given)
    -7	6	12	1	4.5	-8	-14	11[fluorescence artefact?]	2
> CCn1c(C)nc2cc(C(N)=O)ccc21
    5	15	.	-6	-0.4	1	-4	-2	0
> CCOc1ccc(NC(=O)C2C3CCC4C(CCC32)C4(Cl)Cl)cc1 (stereo not given)
    -6	5	7	1	21	0	-12	6	2
> CCCC1=NN2C(=N)/C(=C\c3cc(C)n(-c4cccc(C)c4)c3C)C(=O)N=C2S1
    -13	4	.	-4	1.4	-1	-20	3	11
> CCN1CCN(CC(=O)N2CCCC(C(=O)c3ccc(Oc4ccccc4)cc3)C2)CC1 (stereo not given)
    -4	20	10	7	-1.7	1	-14	-5	2
> Cc1cc(C)c2nc(NC(=O)[C@@H](NC(=O)c3cccc(S(=O)(=O)N4CCOCC4)c3)C(C)C)sc2c1
    -15	5	-23	-17	2.6	-10	-38	-2[fluorescence artefact?]	-14
> CCCc1cc(=O)[nH]c(SCC(=O)N2CCC(C(=O)OCC)CC2)n1
    -8	1	-3	-2	-0.3	0	-4	-12	0
> Cc1c(-n2c(SCC(=O)C(C)(C)C)nc3ccccc3c2=O)c(=O)n(-c2ccccc2)n1C
    -10	-1	-8	-8	-0.3	-1	3	-5	4
> COc1ccc(N2C(=O)C(Cl)=C(Nc3ccccc3O)C2=O)cc1
    -1	2	.	-6	0.8	32	-17	-30[fluorescence artefact?]	27
> CCOc1cc(/C=N/NC(=O)C(=O)NCc2cccnc2)ccc1O
    5	9	-9	-36	-1.0	4	-4	-9	2
> O=C1CC(c2ccccc2)n2nc(NC(=O)c3cccs3)nc2N1 (stereo not given)
    -16	4	-11	6	1.6	1	-14	-11	0
> O=C(Nc1nc(-c2cccnc2)cs1)c1cccc([N+](=O)[O-])c1
    25	21	-9	-4	-1.5	2	18	79*	2
> COCCn1c(C)cc(C(=O)COC(=O)c2c(C)nn(Cc3ccccc3)c2C)c1C
    -5	-1	-9	-15	-0.4	-2	-2	-5	2
> COc1ccccc1C(=O)NNC(=O)c1ccc(NC(=O)C(C)C)cc1
    -6	-5	-25	-6	2.0	0	-12	-2	1
> O=C(Nc1ccc(Cl)c(Cl)c1)C1CC(=O)N(c2ccc(Br)cc2)C1 (stereo not given)
    -9	-9	0	1	-1.1	-4	-5	-2	-6
> Nc1nc(CN2CCN(Cc3ccccc3)CC2)nc(Nc2ccc3c(c2)OCCO3)n1
    -8	1	-13	2	0.2	0	-4	4	0

Profiles, quoted from the list. Order of values: NCF1 inh	Hck-Nef inh	Mdm2 ligase inh	TbHK1 inh	L929 necroptosis	Runt-CBFb FRET	EBV gp42 inh	14-3-3 Bad PPI	Runt-SMMHC FRET
COCCNC(=O)c1ccc(-n2c(SCc3cccnc3)nc3ccccc3c2=O)cc1 is listed with -5	24	-7	-6	-1.6	1	4	3	2
O=C(COC(=O)c1cc(Cl)ccc1[N+](=O)[O-])NCc1ccc(Cl)cc1Cl is listed with -4	-3	-10	41	0.5	-1	12	-16	-5
Cc1c(-n2c(SCC(=O)C(C)(C)C)nc3ccccc3c2=O)c(=O)n(-c2ccccc2)n1C is listed with -10	-1	-8	-8	-0.3	-1	3	-5	4

Next records follow:
Value order – NCF1 inh	Hck-Nef inh	Mdm2 ligase inh	TbHK1 inh	L929 necroptosis	Runt-CBFb FRET	EBV gp42 inh	14-3-3 Bad PPI	Runt-SMMHC FRET
> COc1ccc(Nc2nnc(SCC(=O)Nc3cc(C)on3)s2)cc1
    -13	4	-16	-24	-0.4	2	-12	0	0
> O=c1c(Cl)c(NS(=O)(=O)c2ccccc2)cnn1-c1ccccc1
    -9	13	-7	-1	0.7	2	-11	6	-1
> O=C1C2C(c3ccccc3)=NN(c3ccccc3)C2C(=O)N1c1ccccc1 (stereo not given)
    -6	13	1	5	0.6	9	-24	-11[fluorescence artefact?]	34
> O=C(c1ccc(Cl)s1)N1CCCC1
    -16	2	-1	-9	1.3	0	-15	-1	0

From PubChem BioAssay
